Screening data deposited in PubChem by Sanford-Burnham Center for Chemical Genomics.
STEP inh: inhibitors of human striatal-enriched phosphatase STEP | AID 588621 | recombinant STEP, OMFP fluorogenic substrate, fluorescence | P54829 | 0.25% of 360,000 active | inhibition, % at 20 µM;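 active = inhibition at 20 µM, scaled per plate between control wells, above about 37%, limit read from the data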;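 note: 0% = DMSO with enzyme and substrate and 100% = substrate only without enzyme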
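System: isolated STEP enzyme; schedule: 20 min enzyme reaction at room temperature, protected from light; medium: Bis-Tris buffer pH 6.0, 2.5 mM DTT, 0.005% Tween 20; signal: fluorescence, 480/540 nm; dosing: single compound dose of 20 µM, 1% DMSO final; also added: OMFP substrate, 25 µM final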
Rpn11 block: inhibitors of human proteasome Rpn11. O00487. human 26S proteasome, Ub4-pepOG fluorescence polarization; 20S core pre-blocked with epoxomicin. calls only at 20 µM. 0.59% of 360,000 active. AID 588493;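 active = inhibition at 20 µM, scaled to each plate's controls, above about 33%, limit read from the data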
NadD inh: blocks S. aureus nicotinate mononucleotide adenylyltransferase | 0.78% of 360,000 active | purified NadD enzyme, colorimetric absorbance read-out | AID 602399 | inhibition, % at 20 µM; in the data active = inhibition above about 26%; note: some compounds past the cut are filed as inactive
LMPTP block: LMPTP (human) inhibition. P24666. recombinant LMPTP-A, OMFP fluorogenic substrate, fluorescence intensity. inhibition, % at 20 µM. 0.22% of 360,000 active. AID 651560;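 active = compounds that cut the enzyme signal by at least half of the control window in the single-dose screen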;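 note: plate controls were DMSO wells with enzyme plus substrate for no effect and substrate without enzyme for full effect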
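Test system – LMPTP-A enzyme · Amount – LMPTP-A at 0.625 nM final in the reaction · Buffer or medium – Bis-Tris pH 6.0, DTT, detergent · Reagent – OMFP 400 µM · Doses – single 20 µM dose · Schedule – reaction 50 min, room temperature, dark · Detection – fluorescence intensity of OMFP turnover product · Evaluation – percent inhibition versus substrate-only and uninhibited controls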
CendR NRP1 mod: NRP-1/CendR interaction modulation. 0.85% of 360,000 active. FAM-RPARPAR peptide binding to NRP-1, fluorescence polarization. AID 602438. inhibition, % at 25 µM;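 active = inhibition or corrected inhibition above about 18%, plus a signal ratio from 0.5 to 1.5, limit read from the data, passing the limit was not always enough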; note: strong numbers were not always called active
Target sequence (O14786 whole entry, looked up): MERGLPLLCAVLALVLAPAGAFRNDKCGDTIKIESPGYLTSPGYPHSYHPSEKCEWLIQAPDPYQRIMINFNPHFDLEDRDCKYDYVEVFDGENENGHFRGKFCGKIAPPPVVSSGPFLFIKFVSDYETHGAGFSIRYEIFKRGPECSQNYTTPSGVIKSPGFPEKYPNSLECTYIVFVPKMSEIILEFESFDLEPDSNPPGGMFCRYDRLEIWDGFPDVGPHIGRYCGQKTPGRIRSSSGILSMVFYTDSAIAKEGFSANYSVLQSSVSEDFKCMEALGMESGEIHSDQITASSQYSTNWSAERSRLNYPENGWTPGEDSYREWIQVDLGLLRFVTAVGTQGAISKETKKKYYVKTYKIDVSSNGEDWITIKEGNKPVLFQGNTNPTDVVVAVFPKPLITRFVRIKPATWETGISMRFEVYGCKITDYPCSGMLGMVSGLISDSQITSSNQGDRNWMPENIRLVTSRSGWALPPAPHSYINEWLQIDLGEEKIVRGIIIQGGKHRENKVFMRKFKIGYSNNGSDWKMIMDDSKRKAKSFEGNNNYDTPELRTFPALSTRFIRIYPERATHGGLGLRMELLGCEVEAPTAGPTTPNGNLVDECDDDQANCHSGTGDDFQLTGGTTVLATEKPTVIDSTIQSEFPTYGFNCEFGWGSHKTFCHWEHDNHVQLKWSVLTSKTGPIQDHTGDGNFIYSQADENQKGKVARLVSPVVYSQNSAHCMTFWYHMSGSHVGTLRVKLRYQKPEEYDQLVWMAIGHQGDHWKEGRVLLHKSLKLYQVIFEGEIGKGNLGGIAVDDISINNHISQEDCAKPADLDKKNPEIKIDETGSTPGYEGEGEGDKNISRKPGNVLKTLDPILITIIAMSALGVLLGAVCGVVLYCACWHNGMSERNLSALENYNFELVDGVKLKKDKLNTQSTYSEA
MT1-MMP act inh: MT1-MMP (human) activation inhibition; 0.061% of 360,000 active; AID 651647; GFP/RFP ratio change, % at 20 µM; HT1080 RFP-PRO-GFP cells, GFP/RFP ratio fluorescence, overnight; percent of plate control window, DMSO zero;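 active = GFP/RFP ratio change of at least 30% with cell ATP level not reduced by more than half and red fluorescence within 50% of control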; note: strong numbers were not always called active
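Assay system: HT1080 cells carrying an RFP-PRO-GFP reporter | Dosing: Single dose of 20 µM compound, 1% DMSO final | Incubation: Cells overnight before dosing, compound overnight, 37 °C, 5% CO2 | Evaluation: GFP/RFP fluorescence ratio | Control set: DMSO and RFP-L50D-GFP cell wells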
SUMO1 PPI mod: SUMO1-SIM interaction modulation; P63165; SUMO1 binding to a labelled peptide, TR-FRET, 1 h; inhibition, % at 20 µM; 0.33% of 360,000 active; AID 602429; in the data active = inhibition above about 37%
Target sequence (P63165 whole entry, looked up): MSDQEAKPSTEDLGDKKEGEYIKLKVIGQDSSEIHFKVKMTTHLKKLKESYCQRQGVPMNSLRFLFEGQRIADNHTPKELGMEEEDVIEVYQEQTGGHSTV
SKN-1 block: inhibitors of C. elegans SKN-1. C. elegans VP596 Pgst-4::GFP/RFP ratio, acrylamide-induced, 24 h. inhibition, % at 21.8 µM. 0.49% of 360,000 active;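 active = interference check ratio from 0.5 to 1.5 plus GFP to RFP signal ratio inhibition reaching or exceeding a fixed threshold, cut at about 30% in these data, passing the limit was not always enough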; note: some compounds called inactive have numbers as strong as hits
Scp-1 inhibitor: inhibitors of human Scp-1 phosphatase; AID 493091; 0.88% of 340,000 active; inhibition, % at 20 µM; Recombinant Scp1, phosphopeptide, malachite green phosphate absorbance;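 active = inhibition above about 50% at 20 µM, limit read from the data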;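 note: plate controls were DMSO wells with enzyme for no effect and wells lacking enzyme for full effect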
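Times: enzyme reaction 45 min at room temperature, colour 5 min, stabilisation 30 min. Material: SCP-1 catalytic fragment, aa 76-261. Medium: Acidic Tris acetate buffer with magnesium and detergent. Signal: colorimetric free-phosphate detection, absorbance 630 nm. Read-out basis: % inhibition of SCP-1 phosphate liberation. Reagent: Phosphorylated 17-residue peptide substrate.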
DNMT1 inh: DNMT1 (human) enzyme inhibition | AID 588458 | DNMT1 molecular beacon, Hinp1I cleavage, fluorescence | P26358 | 0.83% of 360,000 active | inhibition (reported as % activation of signal), % at 10 µM; in the data active = inhibition above about 50%
Numbers without * were called inactive; i = inactive; / = no result given.

Each structure is followed by: STEP inh, Rpn11 block, NadD inh, LMPTP block, CendR NRP1 mod, MT1-MMP act inh, SUMO1 PPI mod, SKN-1 block, Scp-1 inhibitor, DNMT1 inh
1	CC12CN3CC(=O)N4CC5(C)CN(CC(C)(C4)C5=O)C(=O)CN(C1)CC(C)(C3)C2=O
 : -3.4, i, 4.3, -2.9, -4.7, 1.6, -2.6, -3.2, -4.1, 2.0
2	CCC(=O)c1cn(CC(=O)Nc2ccccc2F)c2ccccc12
 : 0.3, i, -8.1, -2.0, -11.5, -0.3, -3.9, 16.8, -9.5, 3.5
3	COC(=O)c1cc(NC(=S)NC(=O)c2ccccc2)ccc1N1CCOCC1
 : 7.0, i, -2.3, 0.9, 9.5, 1.6, 1.1, 1.8, -2.0, -1.4
4	CCc1sc(C(=O)Nc2nc(-c3ccccn3)cs2)cc1C
 : 5.4, i, 26.1, 3.3, -23.8, 0.5, -0.9, 0.2, -1.0, -11.3
5	COc1cccc(CN2CCN(CCCc3ccccc3)C(CCO)C2)c1OC (stereo not given)
 : 1.4, i, -10.6, -0.6, -7.5, -3.6, 1.6, -8.3, 0.1, 1.0
6	COC(=O)C1=C(C)NC(=O)CC1c1cccc(Cl)c1Cl (stereo not given)
 : 1.9, i, -1.4, 0.0, 1.0, 1.0, 7.0, -0.2, -12.9, -6.6
7	CN1CCN(C(=O)c2c(NC(=O)c3ccco3)sc3c2CCC(C(C)(C)C)C3)CC1 (stereo not given)
 : 2.2, i, 0.7, -2.8, -8.4, 0.3, -3.1, 3.6, -10.5, -1.4
8	N#Cc1cc2c(nc1Cl)CCCC2
 : -1.9, i, 1.3, -0.8, -3.0, -2.7, 4.1, 2.6, -7.3, 2.4
9	Cc1cc(S(=O)(=O)NC2CCCCC2)ccc1OCC(=O)N1CCOCC1
 : -1.7, i, 0.6, -0.8, 27.0*, -3.5, 2.0, 7.0, -1.5, 1.2
10	CN(Cc1ccccc1)S(=O)(=O)c1ccc(OCC(=O)N2CCOCC2)cc1
 : 3.3, i, -4.6, -2.0, 10.1, 1.1, -3.9, 7.0, -1.0, -4.5
11	Clc1ccc2oc(-c3ccccc3)cc(=NCCCN3CCOCC3)c2c1
 : 0.3, i, -8.7, -7.4, 7.5, 0.9, -14.7, 11.7, -6.5, 16.2
12	COc1ccccc1CNC(=O)c1ccc(Cl)c(NC2=NC3CS(=O)(=O)CC3S2)c1 (stereo not given)
 : 0.5, i, -7.9, -1.1, 9.3, 2.3, -3.9, 8.5, -6.5, 7.1
13	Cc1cccc(-c2nnc(SCc3ccc(C#N)cc3)n2Cc2ccco2)c1
 : 11.5, i, 0.2, 0.2, 0.7, -4.5, 2.0, 11.1, 0.6, 14.5
14	COc1ccc(C2=NN(C(=O)CSc3nc(=O)n4cc(C)ccc4n3)C(c3ccc(C)cc3)C2)cc1 (stereo not given)
 : 1.4, i, 49.2*, 5.1, -14.2, -2.9, -114.9, 15.3, -0.1, -4.9
15	Cc1c(C(=O)Nc2ccc3oc(-c4cccnc4)nc3c2)oc2ccccc12
 : 0.1, i, 4.2, -1.0, 4.6, 11.9, 0.2, -20.2, 5.6, 7.1
16	CCC1CCCCN1C(=O)c1ccc(OC2CCN(C(=O)C3CC3)CC2)cc1 (stereo not given)
 : 0.2, i, -2.3, 0.4, 5.7, 0.5, -1.7, 12.9, -6.5, 0.9
17	N#Cc1ccccc1OCC(=O)NC(N)=O
 : -1.2, i, -8.6, -1.7, -0.9, 0.1, -3.4, -9.7, -14.6, -3.3
18	CN1C(=O)NC(c2ccc(O)cc2)C2=C1CN(c1cccc3ccccc13)C2=O (stereo not given)
 : 11.8, i, 6.2, 0.7, -9.7, -12.4, -5.3, 4.6, -5.2, -4.4
19	Cc1ccc(NC(=O)C2CCN(c3ncnc4c3nc3n4CCCCC3)CC2)nc1
 : -0.2, i, 0.6, 0.3, 9.5, -4.9, 4.2, 21.7, 3.1, 0.1
20	CC(=O)N1c2ccc(S(=O)(=O)N3CCC(C(=O)NC4CCCC(C)C4C)CC3)cc2CC1C (stereo not given)
 : 1.1, i, 5.1, 0.3, 1.3, 0.4, 1.0, -2.7, -12.2, -0.2
21	COc1ccc(Cl)cc1NC(=O)CSc1nc(N2CCCCC2)nc(N2CCCCC2)n1
 : 5.3, i, 14.1, 3.1, 8.1, -4.6, 34.4, 13.9, 4.6, -0.7
22	O=C(Nc1ccccc1O)c1ccc([N+](=O)[O-])cc1
 : 26.6, i, -3.3, 0.0, -3.4, 7.6, -33.5, -1.7, -0.6, 8.5
23	Cc1cccc(COC(=O)C(Cc2ccccc2)NC(N)=O)c1 (stereo not given)
 : -1.3, i, -6.5, 0.0, -0.9, 1.2, 5.3, 6.4, -9.0, 0.4
24	CC(C)(C)OC(=O)NCCCCCNC(=O)c1nc[nH]c1C(=O)NCCCCCNC(=O)OC(C)(C)C
 : 1.9, i, 16.9, -4.4, 11.6, -1.8, -6.1, 1.6, -8.2, 1.9
25	O=C(CN(C(=O)CNC(=O)c1cccs1)c1cccc(F)c1)NC1CCCC1
 : -0.2, i, 0.3, -1.0, -8.7, -1.5, 4.4, 2.8, -5.5, -2.4
26	Cc1cc(C(=O)NCC2CCCCC2)ccc1[N+](=O)[O-]
 : -0.8, i, -2.2, 0.1, -1.0, 1.2, -23.5, 0.1, -8.5, -1.8
27	COc1ccc(C)cc1NC(=O)Nc1cccc(C)c1
 : -2.4, i, 0.2, 0.1, -4.3, -1.4, 2.8, 6.5, -5.7, 1.1
28	CCN1C(=O)[C@H]2[C@@H](c3ccccc3)N[C@]3(CCCN(Cc4ccccc4)C3=O)[C@H]2C1=O
 : -0.8, i, 6.4, -0.3, -1.0, 1.5, 1.2, 10.8, /, -0.1
29	CC(C)(C)c1ccc(C(=O)NCC(=O)OCC(=O)N2CCCC2)cc1
 : -3.9, i, -1.8, 0.0, 0.1, 2.9, -1.6, 6.4, -4.8, -1.9
30	C/C(=N/NS(=O)(=O)c1ccccc1)c1ccc(Cl)cc1
 : -0.8, i, 3.9, 1.5, -1.4, -2.5, 2.3, 3.2, -2.9, -2.3
31	CCCCCn1c(NCc2ccco2)nc2ccccc21
 : 1.0, i, 2.9, 4.9, -4.5, 2.5, 1.6, 5.4, -6.0, 1.9
32	Clc1ccc(-c2csc(N/N=C\c3cccnc3)n2)cc1
 : -2.4, i, 17.7, 1.9, -6.9, -1.1, -1.2, 2.4, -4.6, -10.9
33	CCCCn1c(N)c(N(CCOC)C(=O)Cn2c(=O)oc3ccccc32)c(=O)[nH]c1=O
 : -0.2, i, -5.5, -1.1, 1.4, -0.5, -1.8, -4.7, 1.2, 1.9
34	COc1ccc2nc(CC(C)(C)CC(=O)O)c[n+]([O-])c2c1
 : -3.5, i, 0.6, -1.1, 8.0, 3.1, -13.9, -6.1, -0.1, 1.4
35	COc1ccccc1-c1ccc(SCc2ccc([N+](=O)[O-])cc2)nn1
 : -1.6, i, 0.4, 2.5, -5.7, -1.1, -24.0, 2.8, -4.6, -2.1
36	CN(Cc1cccs1)C(=O)CCc1ccc(S(=O)(=O)N2CCOCC2)cc1
 : 0.1, i, -8.5, -2.0, 2.8, -2.8, -3.4, -3.3, -8.1, 0.1
37	CCN(CC)C(=O)CSc1nc2ccccc2c(=O)[nH]1
 : -1.2, i, -1.8, -2.3, 3.6, -7.7, -1.5, 2.0, 1.0, 0.3
38	CCOC(=O)c1sc2nc(SC)nc(-c3ccccc3)c2c1N
 : -2.4, i, -5.4, -1.6, 8.7, -0.1, 0.8, 8.9, -4.8, 11.7
39	CCSc1nnc(NC(=O)[C@@H](NC(=O)c2cccc(C)c2)C(C)C)s1
 : -1.6, i, 0.9, 1.4, 9.3, -4.6, 0.6, 13.5, -4.9, 2.6
40	COc1ccc(Cl)cc1NC(=O)CCN1C(=O)NC(C)(C)C1=O
 : -3.8, i, -4.9, -1.0, 4.2, -1.1, -0.6, 16.8, -3.5, -0.8
41	COc1cccc(CNC(=O)[C@@H]2CCCN2C(=O)[C@H]2CCCCN2C(=O)c2cccc(Cl)c2)c1
 : /, /, 5.7, -1.8, 7.6, -2.5, 2.6, 7.2, /, /
42	O=C(O)C1CCCN(CCC=C(c2ccccc2)c2ccccc2)C1 (stereo not given)
 : -2.1, i, 1.4, -0.7, 1.9, 0.5, 2.1, -7.3, 29.1, -0.9
43	CCC(=O)Nc1c2c(nn1-c1ccc(C)cc1)CS(=O)(=O)C2
 : 1.4, i, -0.9, -0.8, 3.6, 3.6, 2.0, -3.6, -4.3, 3.0
44	Cc1nc2ccc([N+](=O)[O-])cc2c(=O)n1Cc1ccc(Cl)cc1
 : -1.2, i, 2.5, 0.0, 9.2, 2.5, -33.4, -17.9, -7.5, 0.3
45	CC[C@@]1(C(=O)OC)N[C@H](CN(C)C(=O)c2ccccc2)[C@@H]2C(=O)N(Cc3ccccc3)C(=O)[C@@H]21
 : 0.5, i, 3.0, -1.6, -2.7, 4.8, 0.4, -10.9, -4.2, 1.5
46	COc1ccc(/C=C(/C(=O)Nc2ccccc2C(=O)NC(C)C)c2ccccc2)cc1
 : 0.8, i, -12.0, 3.4, -12.7, -3.8, -1.0, -11.4, -10.7, -7.7
47	O=c1[nH]c2cc([N+](=O)[O-])ccc2c2cc(Br)ccc12
 : 7.5, i, 38.5*, 7.1, 5.0, -6.5, -14.8, -13.2, /, 47.1
48	O=C(c1ccc(F)cc1)c1c[nH]c(C(=O)NCc2cccnc2)c1
 : -1.7, i, 0.9, -0.2, 7.8, 5.4, -0.4, -13.0, -8.0, -2.3

Some of these compounds in order of length of the SMILES, smallest number first:
Each structure is followed by: STEP inh, Rpn11 block, NadD inh, LMPTP block, CendR NRP1 mod, MT1-MMP act inh, SUMO1 PPI mod, SKN-1 block, Scp-1 inhibitor, DNMT1 inh
42	O=C(O)C1CCCN(CCC=C(c2ccccc2)c2ccccc2)C1 (stereo not given)
 : -2.1, i, 1.4, -0.7, 1.9, 0.5, 2.1, -7.3, 29.1, -0.9
47	O=c1[nH]c2cc([N+](=O)[O-])ccc2c2cc(Br)ccc12
 : 7.5, i, 38.5*, 7.1, 5.0, -6.5, -14.8, -13.2, /, 47.1
46	COc1ccc(/C=C(/C(=O)Nc2ccccc2C(=O)NC(C)C)c2ccccc2)cc1
 : 0.8, i, -12.0, 3.4, -12.7, -3.8, -1.0, -11.4, -10.7, -7.7
